Fam108B inh: mouse Fam108B serine hydrolase inhibitors, primary screen, counter-screen for RBBP9 inhibitor project, biochemical, fluorescence polarization. recombinant Fam108B, FP-Rh probe fluorescence polarization. inhibition, % at 9.51 µM. actives 0.33% (n = 300,000);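 active = inhibition above the screen mean inhibition plus 3 SD, computed separately per campaign, cut at about 18% in these data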;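 note: inhibitors lower polarization as less probe binds the enzyme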
GLD-1 RNA inh: GLD-1/TGE RNA complex disruptors, primary screen, biochemical, fluorescence polarization. Female germline-specific tumor suppressor gld-1 (Caenorhabditis elegans), Q17339. purified GLD-1 + fluorescein TGE RNA. inhibition, % at 5.96 µM. actives 0.44% (n = 320,000). AID 2280, 2010;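 active = percent inhibition above a per-plate cutoff, the plate mean of test compounds plus 3 SD, cut at about 30% in these data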;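 note: 0% = DMSO wells with GLD-1 and probe and 100% = wells lacking GLD-1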
Efflux pump mplx: inhibitors of Candida efflux pumps in yeast, primary screen, S. cerevisiae, Nile Red, multiplex; inhibition, % at 10 µM; actives 0.44% (n = 330,000); S. cerevisiae Candida pump triplex; AID 485275, 2010;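 active = plate passing quality check with inhibition over a set limit, or well fluorescence over plate mean plus 4 SD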;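 note: Nile Red retained in pooled yeast measured as flow cytometry median fluorescence; 0% = buffer negative control and 100% = Enniatin B positive control; higher means more Nile Red kept so more efflux inhibition; some compounds called inactive have numbers as strong as hits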
ZTA DNA inh: blocks Epstein-Barr virus ZTA, an EBNA-1 counter-screen | P03206 | ZTA-DNA binding, fluorescence polarization | inhibition, % at 11 µM | actives 0.15% (n = 320,000) | AID 2234; in the data active = inhibition above about 33%
Target sequence (P03206 whole entry, looked up): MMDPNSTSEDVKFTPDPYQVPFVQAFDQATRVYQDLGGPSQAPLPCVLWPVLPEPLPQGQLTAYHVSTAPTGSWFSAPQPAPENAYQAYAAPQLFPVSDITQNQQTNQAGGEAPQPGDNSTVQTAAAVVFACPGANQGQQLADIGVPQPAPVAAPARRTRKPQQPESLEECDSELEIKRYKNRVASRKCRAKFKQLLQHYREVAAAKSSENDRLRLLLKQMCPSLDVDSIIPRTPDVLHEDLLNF
MCL1 BIM primary: inhibitors of MCL1 binding to BIM-BH3, primary screen, biochemical, fluorescence polarization; actives 0.68% (n = 320,000); AID 2057, 2009; Induced myeloid leukemia cell differentiation protein Mcl-1 (Homo sapiens), Q07820; inhibition, % at 10.9 µM; GST-MCL1 / FITC-Bim-BH3 fluorescence polarization;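 active = inhibition above the mean inhibition of all tested compounds plus 3 SD, set per campaign, cut at about 40% in these data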;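 note: 0% = DMSO wells and 100% = unlabeled Bim-BH3 peptide control; higher means more loss of mP so more displacement of Bim peptide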
EBNA-1 inhibitor: EBNA-1 DNA-binding inhibitors, primary screen, biochemical, fluorescence polarization. actives 0.34% (n = 300,000). inhibition, % at 14.8 µM. AID 1950, 2009; in the data active = inhibition above about 28%
Bcl-xL primary: inhibitors of human Bcl-xL, primary screen, biochemical, fluorescence polarization, HTS. Bcl-2-like protein 1 (Homo sapiens), Q07817. GST-Bcl-xL / FITC-Bim BH3 peptide fluorescence polarization. inhibition, % at 10.9 µM. actives 0.7% (n = 320,000);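 active = inhibition above the mean of all tested compounds plus 3 SD, cutoff set per campaign, cut at about 30% in these data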;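 note: 0% = DMSO wells and 100% = unlabeled Bim-BH3 peptide competitor; inhibitors lower millipolarization by displacing the labeled peptide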
Target sequence (Q07817 whole entry, looked up): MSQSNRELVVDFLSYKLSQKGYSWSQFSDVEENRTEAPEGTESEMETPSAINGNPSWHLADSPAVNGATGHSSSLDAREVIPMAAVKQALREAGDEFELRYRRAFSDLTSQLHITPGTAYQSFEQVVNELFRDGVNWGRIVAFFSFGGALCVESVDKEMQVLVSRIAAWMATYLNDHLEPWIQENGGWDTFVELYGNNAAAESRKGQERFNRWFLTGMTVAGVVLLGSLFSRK
MEX-5 binding: MEX-5 zinc finger RNA-binding disruptors – biochemical, C. elegans, fluorescence polarization, MLPCN library, primary screen. MEX-5/FITC-TCR2 RNA binding; hits give low values. actives 0.38% (n = 300,000). Zinc finger protein mex-5 (Caenorhabditis elegans), Q9XUB2. activity score (negative = inhibition of binding), % at 10 µM;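 active = inhibition past about -25% in most replicates, and total fluorescence under double the plate's negative control median, limit read from the data; inconclusive = replicates evenly split on the limit, or fluorescence at least double controls; inactive = too little inhibition in most replicates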;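 note: 0% = DMSO and -100% = 5 µM competing unlabeled TCR2 RNA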
Target sequence (Q9XUB2 whole entry, looked up): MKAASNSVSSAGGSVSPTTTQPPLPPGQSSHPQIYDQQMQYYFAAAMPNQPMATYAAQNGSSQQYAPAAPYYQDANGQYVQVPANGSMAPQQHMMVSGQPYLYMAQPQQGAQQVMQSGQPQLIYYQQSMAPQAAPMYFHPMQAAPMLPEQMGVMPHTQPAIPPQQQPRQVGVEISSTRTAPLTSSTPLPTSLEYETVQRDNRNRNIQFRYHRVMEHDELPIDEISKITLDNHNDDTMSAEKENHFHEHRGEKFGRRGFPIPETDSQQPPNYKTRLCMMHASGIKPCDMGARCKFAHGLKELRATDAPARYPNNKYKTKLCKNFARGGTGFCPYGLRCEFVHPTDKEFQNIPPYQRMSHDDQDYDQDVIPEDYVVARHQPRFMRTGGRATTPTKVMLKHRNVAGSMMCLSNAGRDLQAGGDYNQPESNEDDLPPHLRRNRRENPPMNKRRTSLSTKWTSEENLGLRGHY
CR mimetic SO: reduction of superoxide in aged yeast, primary screen, HTS; S. cerevisiae aged cells, superoxide DHE fluorescence; hits give low values; superoxide response (% of plate mean), % at 10 µM; actives 0.18% (n = 330,000);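 active = superoxide response under a set limit, about three screen SD below normal, cut at about 65% in these data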;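 note: yeast aged for seven days with compound at 30 °C before DHE staining; 100% = average MFI of all compound-treated wells on the plate with controls excluded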
Starred values were filed as active, the others as inactive; u = inconclusive; x = not tested or not shown.

No.	SMILES	Fam108B inh	GLD-1 RNA inh	Efflux pump mplx	ZTA DNA inh	MCL1 BIM primary
1	CC(=O)c1ccc(N2CCN(C(=O)c3ccc(Cl)c(NC4=NC5CS(=O)(=O)CC5S4)c3)CC2)cc1 (stereo not drawn)	0	1	0.0	2	-1
2	CC(NC(=O)c1ccco1)C(c1cccs1)N1CCN(c2ccccc2)CC1 (stereo not drawn)	4	-1	-0.1	-1	2
3	Cn1c(=NC(=O)C2=NNC(=O)CC2)sc2ccccc21	1	2	0.2	1	0
4	CN(CC(=O)NCc1ccccc1)Cc1ccc(Cl)cc1	0	-2	0.8	-8	-6
5	O=C(NCc1ccccc1)C1=C[C@H](c2csc3ccccc23)C[C@H](OCc2ccc(CO)cc2)O1	-14	4	0.0	-13	-6
6	CCOC(=O)N1CCC(NC(=O)c2cnn3c(C(F)(F)F)cc(-c4cccc(OC)c4)nc23)CC1	5	1	0.2	-18	3
7	CCOc1ccccc1Nc1nnc(SC(C)C(=O)Nc2nc(-c3ccccc3)cs2)s1 (stereo not drawn)	-4	7	0.0	11	-2
8	CCN(CC)S(=O)(=O)c1ccc(N2CCOCC2)c(NC(=O)c2ccc3c(c2)OCCO3)c1	0	5	-0.2	-12	-9
9	O=C(O)C1CCC(N2C(=O)C3C4CCC(C4)C3C2=O)CC1 (stereo not drawn)	1	-10	-0.1	-8	2
10	CCOC(=O)C1CCN(C(=O)C2(NC(=O)Nc3ccccc3C)CCCCC2)CC1	4	2	0.0	-4	6
11	CCOc1ccc(NC(=O)C(NC(=O)C2CCC(C)CC2)C(C)C)cc1 (stereo not drawn)	1	-2	0.1	-6	10
12	CCOc1ccc(NC(=O)CCc2c(C)noc2C)cc1OC	x	5	0.2	-3	4
13	COc1ccccc1-c1nnc2sc(C3CCCCC3)nn12	-5	7	0.0	1	1
14	CCOc1ccc(C(C)=O)cc1COC(=O)CNC(=O)c1cccs1	-5	-1	0.1	15	-14
15	COc1ccc(CC(CC(=O)O)C(=O)NCc2ccccc2)cc1 (stereo not drawn)	3	4	-0.1	8	0

No.	EBNA-1 inhibitor	Bcl-xL primary	MEX-5 binding	CR mimetic SO
1	7	5	-6.0	90
2	-7	0	-0.1	110
3	-5	0	-1.6	102
4	-27	1	-1.0	107
5	4	3	3.2	100
6	-5	1	-2.6	101
7	3	1	1.8	101
8	-5	2	1.5	100
9	-15	6	3.1	82
10	4	3	3.2	99
11	-4	11	2.7	94
12	x	1	x	111
13	-3	2	x	106
14	-4	-10	8.2	98
15	4	4	0.5	101

Following part:
No.	SMILES	Fam108B inh	GLD-1 RNA inh	Efflux pump mplx	ZTA DNA inh	MCL1 BIM primary
16	COCCn1c(C)cc(C(=O)COC(=O)c2ccc([N+](=O)[O-])o2)c1C	2	8	0.0	4	-3
17	O=C(CCn1c(=S)[nH]c2ccccc2c1=O)NCCc1ccccc1	-2	5	0.1	8	-3
18	c1coc(CNc2nc(-c3cccs3)cs2)c1	4	10	0.0	-6	-1
19	Cn1c2ccccc2c2cc(/C=C(\NC(=O)c3ccccc3)C(=O)O)ccc21	0	5	0.4	4	-1
20	COC(=O)C1=C(C)N(Cc2ccccc2)C(=NCC(C)C)N[C@H]1c1ccccc1	0	31*	0.0	12	31
21	O=C(NCc1ccccc1)/C(=C\c1ccc([N+](=O)[O-])cc1)NC(=O)c1ccco1	-6	-1	-0.1	-22	-3
22	Cc1c(Cl)ccc(S(=O)(=O)NCCN2CCOCC2)c1Cl	1	6	-0.1	4	4
23	O=C(CN1CCCCCC1)Nc1ccccc1Cl	-3	-1	-0.1	-15	1
24	COc1cc(-c2n[nH]c(=S)n2-c2cc(C(F)(F)F)ccc2Cl)cc(OC)c1OC	2	-1	0.0	-9	-27
25	Cc1cccc(NC(=O)CN2CCN(C(=O)c3c(C)nn(Cc4ccccc4)c3C)CC2)c1C	x	6	0.0	-5	6
26	O=C(COC(=O)Cc1ccc(-c2ccccc2)cc1)NCc1ccc(F)cc1	-5	0	-0.2	29	-6
27	OC1CCN(c2ncnc3c2nnn3Cc2c(F)cccc2Cl)CC1	-5	-3	0.2	5	2
28	Clc1cccc(-c2nnc(SC/C=C/c3ccccc3)n2Cc2ccco2)c1	-4	8	0.1	12	-5
29	CCc1nn(CC(=O)O)c(=O)c2ccccc12	4	-3	-0.1	-1	-1
30	N=c1oc2ccc(Cl)cc2cc1C(=O)NC1CCCCCC1	-1	5	0.1	-9	-7

No.	EBNA-1 inhibitor	Bcl-xL primary	MEX-5 binding	CR mimetic SO
16	8	-4	2.5	107
17	4	-4	0.2	83
18	-2	2	-0.7	108
19	-3	-1	-0.6	113
20	7	44*	u	107
21	6	-5	2.0	100
22	6	2	-0.3	109
23	5	-13	0.5	100
24	-3	-10	0.3	111
25	x	4	x	122
26	-1	4	0.3	114
27	-11	11	-0.3	104
28	-9	-3	x	103
29	2	7	-2.0	87
30	1	-2	0.6	113

Given with values under each structure: part of the list above
Values in the order – Fam108B inh | GLD-1 RNA inh | Efflux pump mplx | ZTA DNA inh | MCL1 BIM primary | EBNA-1 inhibitor | Bcl-xL primary | MEX-5 binding | CR mimetic SO
(13) COc1ccccc1-c1nnc2sc(C3CCCCC3)nn12
    -5 | 7 | 0.0 | 1 | 1 | -3 | 2 | x | 106
(21) O=C(NCc1ccccc1)/C(=C\c1ccc([N+](=O)[O-])cc1)NC(=O)c1ccco1
    -6 | -1 | -0.1 | -22 | -3 | 6 | -5 | 2.0 | 100
(12) CCOc1ccc(NC(=O)CCc2c(C)noc2C)cc1OC
    x | 5 | 0.2 | -3 | 4 | x | 1 | x | 111

Carrying on:
No.	SMILES	Fam108B inh	GLD-1 RNA inh	Efflux pump mplx	ZTA DNA inh	MCL1 BIM primary
31	O=S(=O)(c1ccc(N2CCOCC2)cc1)N1CCOCC1	7	6	-0.1	-18	1
32	COc1cccc2cc(C(=O)N3CCN(C45CC6CC(CC(C6)C4)C5)CC3)c(=O)oc12	1	-1	0.0	-20	11
33	N#CC(C#N)=C1CCc2ccccc2N1	-4	2	0.0	-6	7
34	c1ccc(-c2nnc3sc(-c4csc5c4CCCC5)nn23)cc1	-13	-7	0.0	1	8
35	COc1ccccc1C(=O)NC(=O)Nc1nc(-c2ccccc2)cc(C(F)(F)F)n1	-18	-14	0.2	3	-2
36	CC(=O)c1ccc(N(CC(=O)NC2CCCCC2)C(=O)CNC(=O)c2cccs2)cc1	-2	8	-0.1	-10	4
37	O=C1CC(c2ccccc2)CC(O)=C1C=NCCCO (stereo not drawn)	-1	-1	0.0	12	6
38	CCCc1cc(=O)oc2cc(OCC(=O)NCC(O)c3ccccc3)ccc12 (stereo not drawn)	1	3	-0.1	-2	4
39	COc1ccc(-c2cc3nc(-c4ccccc4)cc(N4CCC(O)CC4)n3n2)cc1	-4	7	0.1	3	2
40	CCOc1ccc(S(=O)(=O)N2CCC(C(=O)NCc3ccco3)CC2)cc1C	0	2	0.0	-10	1
41	Cc1ccc(CNS(=O)(=O)c2ccc(Br)s2)cc1	-6	0	-0.1	-18	7
42	COCCN(C(=O)C1CCCO1)c1c(N)n(CC(C)C)c(=O)[nH]c1=O (stereo not drawn)	x	3	-0.1	-7	-4
43	COc1cc(C2Nc3ccc4ncccc4c3C3=C2C(=O)CCC3)ccc1O (stereo not drawn)	5	11	0.0	-4	0
44	Cc1ccc(S(=O)(=O)NCC(=O)OCC(=O)N(C)C2CCCCC2)cc1	x	7	-0.2	-4	-1
45	Cc1cccc(NC(=O)CC2C(=O)NC3CCCCC3N2C(=O)c2ccccc2Cl)c1 (stereo not drawn)	-2	10	0.0	6	-1

No.	EBNA-1 inhibitor	Bcl-xL primary	MEX-5 binding	CR mimetic SO
31	10	3	-1.3	104
32	2	11	-2.3	102
33	7	1	-0.8	104
34	2	2	0.6	94
35	-4	5	-2.1	107
36	-5	1	4.0	90
37	7	8	-1.6	87
38	-9	4	-2.0	93
39	1	5	0.4	81
40	-11	-2	2.7	103
41	-9	2	-0.4	102
42	x	-5	x	89
43	-7	10	-1.1	101
44	x	1	x	94
45	1	2	1.0	96

(listing goes on)
No.	SMILES	Fam108B inh	GLD-1 RNA inh	Efflux pump mplx	ZTA DNA inh	MCL1 BIM primary
46	CCCn1c(=O)c2ccccc2n2c(SCC(=O)c3ccccc3)nnc12	7	6	0.0	-1	-22
47	Cc1c(NC(=O)CSc2nnc3sc4ccccc4n23)c(=O)n(-c2ccccc2)n1C	1	1	-0.1	6	4
48	Cc1nnsc1C(=O)NC(C)c1ccccc1 (stereo not drawn)	2	-4	0.1	-6	1
49	CC(=O)c1cc(F)c(N2CCCCCC2)cc1C	3	2	0.0	-17	5
50	O=C(CSc1nncn1-c1ccccc1)NC1CCCC1	-3	2	0.0	11	-5
51	CCOc1ccccc1N1CCN(S(=O)(=O)CC)CC1	3	-5	0.1	12	5
52	CC1CCCCN1CCNC(=O)C1CCCN(S(=O)(=O)c2cccc3nsnc23)C1 (stereo not drawn)	2	1	0.1	-3	0
53	Cc1nc(SCC(=O)Nc2c(C)n(C)n(-c3ccccc3)c2=O)[nH]c(=O)c1C	0	1	-0.1	-12	5
54	COc1ccccc1C(=O)N/C(=C/c1cccc([N+](=O)[O-])c1)C(=O)Nc1cccc(C(=O)O)c1	-3	-1	-0.3	-4	4
55	CS(=O)(=O)c1cccc(C(=O)NC(c2ccccc2)c2ccccc2)c1	-3	0	-0.1	14	-13
56	O=C1NC(=O)C(c2ccccc2[N+](=O)[O-])=C1Nc1ccc(O)c(Cl)c1	16	3	-0.2	1	50*
57	NC(=O)N/N=C/c1coc2ccc3ccccc3c2c1=O	-2	10	0.2	-2	6
58	COCCn1c(SCC(=O)N2CCCC2)nnc1C(C)C	-2	7	-0.1	-24	2
59	O=[N+]([O-])c1cc(CN2CCCC2)ccc1Sc1ccc(Cl)cc1	0	3	-0.1	5	-1
60	CS(=O)(=O)N1CCN(C(=O)c2cc(-c3cccnc3)nc3ccc(Cl)cc23)CC1	-2	9	-0.2	-8	8
61	O=C1CN(C(=O)N[C@@H](Cc2ccccc2)C(=O)N[C@@H](Cc2ccccc2)C(=O)O)c2ccccc2N1	-6	5	-0.2	0	-2
62	O=C(CSc1ncnc2sccc12)N1CCN(C(=O)c2cccs2)CC1	x	1	-0.1	-5	7

No.	EBNA-1 inhibitor	Bcl-xL primary	MEX-5 binding	CR mimetic SO
46	-3	-6	-0.5	103
47	-7	-3	-1.6	80
48	-1	2	-2.0	90
49	1	1	-0.5	89
50	-5	-1	0.6	111
51	-7	6	-0.6	100
52	-8	0	0.1	97
53	-4	5	-0.5	110
54	0	8	1.2	107
55	8	-1	x	108
56	-3	29	-12	82
57	4	3	-1.8	102
58	-1	5	4.0	106
59	2	0	-0.3	103
60	0	9	0.4	98
61	-6	-5	-2.5	133
62	x	0	x	91

A few values from above.
For Efflux pump mplx, entry 54 is entered as -0.3
For ZTA DNA inh, entry 55 is entered as 14

Screens as filed in PubChem.
